Assay outcomes from PubChem.
ERG Ets-DNA blk – blocks human ERG Ets domain binding to DNA; fluorescence polarization, His-ERG Ets domain / labelled DNA; Potency, µM (top dose mostly 76.9 µM), inactives show top-dose FP activity, negative = inhibition, hits mostly inhibitors; hit rate 0.028% among 370,000; active = well fitted inhibition curve with a large enough effect in the polarisation, with a control signal flat; inconclusive = small, poorly fitted or top-dose-only effect, or effect the other way, or a change in a side signal; inactive = no such curve, though single readings can be large or run the other way; the % refers to the polarisation;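 also: polarization taken with two DNA probes labelled with fluorescein and Texas red; % of control where 0% means no effect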
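His-tagged ERG Ets domain (1 uM in the protein solution; 300mM KCl, 50mM Tris-HCl, 1mM EDTA, 1mM DTT, pH 7.5) received compound, then a probe mix of 5 nM fluorescein-DNA and 100nM Texas-615-DNA. Fluorescence polarization was read for both dyes.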
12-LOX inh – blocks human arachidonate 12S-lipoxygenase. purified 12hLO, xylenol orange hydroperoxide absorbance. Potency, µM (doses to about 108 µM), inactives show top-dose activity change, negative = inhibition, most hits filed as inhibitors. hit rate 1.1% among 580,000; also: % is scaled to controls: 0 for no effect and ±100 for the full control effect
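Purified human 12hLO (150 nM final) in 25 mM Hepes, 0.01% Triton X-100, pH 7.0 was preincubated 15 min at room temperature with compound. Then 40 uM arachidonic acid was added, 30 min. Hydroperoxide was read by Fe-XO absorbance ratio 573/405 nm.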
RGS4 inh – inhibitors of human regulator of G protein signaling 4; P49798; Transcreener GDP fluorescence polarization, RGS4-accelerated GTP hydrolysis; Potency, µM (doses to about 114 µM), inactives show at the top dose activity change, negative = inhibition, actives largely listed as inhibitors; hit rate 0.039% among 390,000; AID 504845; also: % is scaled to controls: 0 for no effect and ±100 for the full control effect; nearly all actives have a fitted effect of over 75% in size; some results filed as inactive show a strong effect at the top dose
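MLSMR compounds (23 nl, pin-transferred) preincubated 10 min at room temperature with a 500nM (2x) first reagent, then RGS4 at 900nM (2x) plus Transcreener GDP mix added; fluorescence polarization (620/688 nm) read before and after 90 min at 30 °C.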
HP1b chromo inh – blocks HP1-beta chromodomain binding to methylated histone tails | P83916 | AlphaScreen HP1-beta / biotin-H3K9me3 peptide binding | Potency, µM (doses to about 114 µM), without a hit: at the top dose activity change, negative = inhibition, most hits filed as inhibitors | hit rate 0.56% among 390,000; also: nearly all actives have a fitted effect of over 70% in size; inactives centre near 23
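Compound inhibition of the preformed complex between 50 nM HP1-beta and 50 nM biotinylated H3K9me3 peptide was read by AlphaScreen. Buffer was PBS pH 7.4 with 0.01% Tween-20. Incubations ran 30 min at room temperature, with 10 ug/mL donor/acceptor beads.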
JMJD2A Tudor – inhibitors of human JMJD2A Tudor domain; AID 504339; AlphaScreen JMJD2A-Tudor / H3K4me3 peptide binding; hit rate 4.4% among 390,000; Potency, µM (highest dose often 114 µM), inactives show at the highest dose activity change, negative = inhibition, most hits filed as inhibitors; O75164; also: % is scaled to controls: 0 for no effect and ±100 for the full control effect; nearly all actives have a fitted effect of over 50% in size
Target sequence (O75164 whole entry, looked up, the tested form may be a part): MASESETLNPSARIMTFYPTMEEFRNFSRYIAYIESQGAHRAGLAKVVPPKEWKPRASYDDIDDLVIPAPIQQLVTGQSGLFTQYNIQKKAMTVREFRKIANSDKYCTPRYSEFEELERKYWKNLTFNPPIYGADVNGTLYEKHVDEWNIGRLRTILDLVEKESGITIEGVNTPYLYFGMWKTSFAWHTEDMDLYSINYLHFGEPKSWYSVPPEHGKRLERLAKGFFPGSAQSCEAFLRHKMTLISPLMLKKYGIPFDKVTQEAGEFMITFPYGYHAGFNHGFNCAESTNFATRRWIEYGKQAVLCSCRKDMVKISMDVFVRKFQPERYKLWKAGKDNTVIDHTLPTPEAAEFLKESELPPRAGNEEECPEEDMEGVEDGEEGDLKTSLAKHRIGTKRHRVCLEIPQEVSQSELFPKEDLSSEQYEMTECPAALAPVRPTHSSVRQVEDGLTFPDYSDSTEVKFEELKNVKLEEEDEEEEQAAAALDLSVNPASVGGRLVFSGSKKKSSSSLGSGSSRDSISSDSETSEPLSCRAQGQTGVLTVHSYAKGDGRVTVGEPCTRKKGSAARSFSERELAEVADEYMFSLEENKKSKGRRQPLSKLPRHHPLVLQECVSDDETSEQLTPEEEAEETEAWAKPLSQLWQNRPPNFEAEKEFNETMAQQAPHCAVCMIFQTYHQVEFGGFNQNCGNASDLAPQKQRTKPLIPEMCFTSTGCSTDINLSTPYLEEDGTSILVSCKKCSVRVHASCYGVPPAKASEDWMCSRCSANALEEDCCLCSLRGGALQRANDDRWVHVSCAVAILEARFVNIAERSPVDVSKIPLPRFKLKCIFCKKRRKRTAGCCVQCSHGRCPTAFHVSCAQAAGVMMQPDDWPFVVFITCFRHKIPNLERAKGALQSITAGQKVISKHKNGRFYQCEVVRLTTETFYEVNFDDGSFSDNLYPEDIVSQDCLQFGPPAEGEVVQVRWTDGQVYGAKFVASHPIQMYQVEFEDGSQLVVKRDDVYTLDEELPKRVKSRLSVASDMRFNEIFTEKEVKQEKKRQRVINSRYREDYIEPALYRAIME
Tb PGK inh – blocks T. brucei phosphoglycerate kinase | P07378 | PGK/GAPDH coupled, Kinase-Glo luminescence, 60 min | Potency, µM (doses to about 57.5 µM), for inactives: at the top dose activity change, negative = inhibition, actives largely listed as inhibitors | hit rate 0.043% among 380,000 | AID 602233; also: % is scaled to controls: 0 for no effect and ±100 for the full control effect; nearly all actives have a fitted effect of over 60% in size
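Luminescent ATP detection (Kinase-Glo Plus) follows a 60-minute room-temperature incubation, with wells lacking PGK as controls. Buffer: 100 mM TEA (pH 7.6), 5 mM MgCl2, 0.01% Tween-20. Coupling enzyme GAPDH (100 nM final) supplies unstable 1,3-BPG in-well.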
GLS inhibitor – blocks human kidney-isoform glutaminase activity; hit rate 0.21% among 410,000; O94925; Potency, µM (top dose mostly 45.5 µM), for inactives: top-dose activity change, negative = inhibition, usual class: inhibitors; GLS enzymatic activity, qHTS titration; also: % is scaled to controls: 0 for no effect and ±100 for the full control effect
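Two-point fluorescence kinetic (t0, 30 min RT) for hKGA; glutamate detected via glutamate oxidase–HRP–Amplex Red. Substrate: 1 mM L-glutamine solution; buffer 45 mM KH2PO4, pH 8.2.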
TrxR1 inh – blocks rat thioredoxin reductase 1; recombinant rTrxR1, NADPH fluorescence consumption, selenite substrate; hit rate 1% among 390,000; O89049; Potency, µM (highest dose often 114 µM), without a hit: at the top dose activity change, negative = inhibition, hits mostly inhibitors; also: % is scaled to controls: 0 for no effect and ±100 for the full control effect; nearly all actives have a fitted effect of over 65% in size
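Rat TrxR1 (90 nM in the dispensed reagent) was pre-reduced with 400 uM NADPH for 5 min at room temperature, then incubated with compound for 15 min. After 400 uM selenite was added, NADPH fluorescence (Ex 340/Em 450 nm) was followed for 8 min.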
Pin1 inhibitor – inhibitors of human Pin1 | AID 504891 | hit rate 0.009% among 390,000 | Q13526 | Potency, µM (doses to about 115 µM), inactives show at the top dose activity, negative = inhibition, actives largely listed as inhibitors | Pin1 FP peptide displacement, HiFluor488, 10 min; active = well fitted inhibition curve with a large enough effect in the polarisation, with a control signal flat, not every such curve was filed as active; inconclusive = small, poorly fitted or top-dose-only effect, or effect the other way, or a change in a side signal; inactive = no such curve, though single readings can be large or run the other way; the % refers to the polarisation; also: % is scaled to controls: 0 for no effect and ±100 for the full control effect
An asterisk follows results filed as active; i = inactive; ? = inconclusive; nt = not tested or not shown; & = joins results of further samples; [ ] = another dose, or the depositor's remark. Unless noted, calls follow the shape of the dose curve; as a rule, active = well fitted curve in the direction sought with a large enough effect; inconclusive = small, poorly fitted or top-dose-only effect, or another doubt; inactive = no such curve, though single readings can be large; an effect the other way counts as inactive or inconclusive. Potency is read from the fitted curve at half-maximal effect. A portion of the library; the hit share may differ from the screen's.

SMILES | ERG Ets-DNA blk | 12-LOX inh | RGS4 inh | HP1b chromo inh | JMJD2A Tudor | Tb PGK inh | GLS inhibitor | TrxR1 inh | Pin1 inhibitor
Cc1ccc(-n2c(C)cc(/C=C3/C(=O)NC(=O)N(Cc4ccco4)C3=O)c2C)cc1 | 3% | ? | -43% | -14% | ? | -3% | 9% | -41% | ?
O=c1c2ccccc2nc(Cc2ccccc2)n1-c1ccc(O)cc1 | -4% | -24% | 5% | -3% | -6% | 3% | 8% | -6% | 3%
CC(C)COc1ccc(Cc2c(O)[nH]c(=S)[nH]c2=O)cc1 | 1% | 8.9µM* | -38% | ? | -18% | 1% | 6% | -8%[57.1 µM] | 4%
COc1ccc(CN2CCN(c3ccccc3)CC2)c(C)c1C | -4% | ? | -49% | ? | 4µM* | -13% | 21% | 5%[57.1 µM] | 1%
CCCCS(=O)(=O)N1CCN(C(=N)N[N+](=O)[O-])CC1 | 5% | -4% | 13% | 32% | -4% | 1% | 7% | -1%[57.1 µM] | 4%
O=C(N/N=C/c1c(O)n(Cc2ccccc2)c(=O)[nH]c1=O)c1ccccc1O | ? | ? | -18% | 12% | ? | -1% | 24% | ? | 1%
O=C1NC(=O)N(C2CCCCC2)C(=O)C1C1c2ccccc2C(=O)N1Cc1ccccc1 (stereo not given) | 0% | -5% | -29% | 40%[activator] | 6% | -10% | -8% | 28%[57.1 µM] | -2%
CCN1CCN(Cc2cc3c(cc2[N+](=O)[O-])OCO3)CC1 | 3% | 22% | 5% | 28% | -7% | -1% | 20% | 55%[activator] | -5%
CCCCN1CCC(O)(c2ccccc2)C(C(=O)c2ccccc2)C1 (stereo not given) | 4% | 3% | -21% | 40%[activator] | ? | -6% | 2% | ? | -2%
COc1cccc(-c2cc(C(F)(F)F)n3nc(C(=O)N4CCC5(CC4)OCCO5)cc3n2)c1 | nt | -13% | 7% | 29% | 2% | -5%[11.5 µM] | 3% | 12% | 2%
CC(=O)Nc1ccc(OC(=O)N(C)c2ccccc2)cc1 | 11% | 10% | -52% | 26% | -9% | -4% | 10% | 30%[57.1 µM] | 0%
Cc1ccc(CN2CCN(Cc3ccccc3F)CC2)cc1 | 1% | ? | -3%[56.9 µM] | ? | 20µM* | 15% | 3% | 5% | 1%
O=S1(=O)N(Cc2ccccc2)CCCN1Cc1ccc(F)cc1Cl | -1% | -14% | 5% | 130%[activator] | 92%[activator] | 9% | 5% | 4% | 0%
C=CCSc1nnc(NC(=O)c2ccc(Cl)nc2)s1 | -11% | ? | -8% | 73%[activator] | -1% | i | 9% | -7% | 2%
O=P(C(Cl)Cl)(N1CCOCC1)N1CCOCC1 | -7% | 1% | -2% | -22% | -8% | -6% | ? | -6%[57.1 µM] | -3%
C=CCn1c(O)c(/C(CC)=N/NC(=S)Nc2ccccc2)c(=O)[nH]c1=O | -3% | 0% | -10% | 18% | -10% | i | -12% | 12%[57.1 µM] | -7%
CC(Cc1ccccc1)/[N+]([O-])=C\c1ccc(C(F)(F)F)cc1 (stereo not given) | 11% | 0% | -7% | 97%[activator] | 1% | -3% | -8% | 35%[57.1 µM] | -8%
Cc1ccc(O)c(CN2CCC3CCC(C3)C2)c1 (stereo not given) | -11% | -13% | 9% | 21% | -5% | i | -16% | 7% | 3%
CCCSc1nc2ccccc2c(=O)n1-c1ccccc1OC | -5% | -4% | 22% | 44%[activator] | 17% | -2% | 3% | -1% | 10%
Nc1nc(N)c2nc(CNc3ccc(C(=O)NC(CCC(=O)O)C(=O)O)cc3)cnc2n1 (stereo not given) | nt | ? | ? | nt | nt | nt | 0% | 4%[57.1 µM] | nt
O=c1[nH]c(=O)n(Cc2ccco2)c(O)c1C=NCCN1CCNCC1 | 0% | 215%[activator] | -3% | 45%[activator] | -4% | -7% | -3% | 7%[57.1 µM] | -7%
Cc1ccc(N2C(=O)/C(=C/c3ccc(CN(CCC#N)S(C)(=O)=O)o3)C(=O)NC2=S)cc1 | 43%[activator] | nt | ? | 50µM* | 18µM* | ? | 11µM* | 10µM* | ?
CN1CCCC(C(=O)c2ccc(-c3ccccc3)cc2)C1 (stereo not given) | 4% | 0% | -13% | 14% | -9% | -6% | -11% | -3% | 8%
Cc1cscn1 | -7% | 10% | -19% | 69%[activator] | -9% | -10% | -11% | 18% | 0%
COC(=O)C1=C(c2ccc(OC(F)(F)F)cc2)C[C@@H]2CC[C@H]1N2C(=O)NCCO | 16% | 28% | 5% | 44%[activator] | -9% | 3% | -1% | 25% | 1%
Cc1ccc2c(c1)N(C(C)C(=O)N1CCC3(CC1)OCCO3)C(=O)CO2 (stereo not given) | -8% | -10% | 11% | 7% | -6% | -1% | 2% | 18% | -1%
O=c1[nH]c(=O)n(Cc2ccc(F)cc2)c(O)c1C=NCCCn1ccnc1 | -1% | -5% | 5% | 36% | -18% | 2% | 6% | 8% | 0%
CS(=O)(=O)c1ncc(Cl)c(C(=O)Nc2c(C(=O)Nc3ccccc3)oc3ccccc23)n1 | -2% | -12% | -18% | 40%[activator] | 14% | -5% | -1% | 11% | -3%
CCN1CCC2(CCNC2)C1 (stereo not given) | -6% | 0% | 23% | 48%[activator] | 2%[57.1 µM] | -2% | 8% | 1% | 2%
CCN1C(=O)NC(=O)C2(CCCC2)C1=O | 8% | 7% | -11% | 27% | -12% | 5% | 12% | 21%[11.4 µM] | -1%
COc1ccc(CCn2c(O)c(C=NC3CC3)c(=O)[nH]c2=O)cc1OC | 1% | -14% | 20% | 9% | -7% | -9% | -3% | 6% | ?
C#C[C@]1(O)CC[C@H]2[C@@H]3CCC4=CC(=O)CC[C@]4(C)[C@H]3CC[C@@]21C | -3% | -11%&-4% | -1% | 44%[activator] | -5% | 1% | -1% | 5% | -2%
Cn1c(O)c(C(=Nc2ccccc2)SCc2ccc(Cl)cc2)c(=O)n(C)c1=O | 2% | 16µM* | ? | 60%[activator] | ? | -6% | 10% | ? | 9%
Cc1ccc(CN(C)CCc2ccccn2)cc1 | -6% | 7% | -1% | ? | 3.2µM* | -2% | -2% | 21% | -10%
NS(=O)(=O)c1cccc(N2CCNCC2)c1 | -9%[15.4 µM] | -17% | -12% | 22% | -7% | -3% | 2% | 23%[11.4 µM] | -1%
COc1ccc(/C=C2\C(=O)NC(=O)N(Cc3ccccc3)C2=O)c(OC)c1OC | 2% | ? | ? | 17% | -14% | -3% | 7% | ? | 9%
O=P(O)(O)COc1ccccc1O | nt | -12% | 26% | 34% | -20% | nt | ? | 5% | nt
COc1cc(C(C#N)N2CCOCC2)ccc1O (stereo not given) | -7% | -12% | ? | 54%[activator] | -6% | -1% | 29% | -5% | 0%
CC(=O)N1CCCSC1=Nc1ccccc1 | 2% | 10% | 26% | 40%[activator] | 2% | -3% | 2% | 14%[57.1 µM] | -8%
Cc1ccc(NP(=O)(Oc2ccccc2)Oc2ccccc2)cc1 | -2% | -5% | -17% | 28% | -8% | 2% | 2% | -20% | -9%
CCCCn1c(N)c(N(CCOC)C(=O)CN2CC=C(c3ccccc3)CC2)c(=O)[nH]c1=O | 7% | 18% | -15% | 10% | -13% | -3% | 5% | 19%[57.1 µM] | 13%
C[C@H](CO)N1C[C@H](C)[C@@H](CN(C)C(=O)Nc2ccccc2)Oc2c(NC(=O)Nc3ccccc3)cccc2C1=O | 6% | -1% | 1% | 42%[activator] | -19% | 6% | 1% | 9% | 1%
COC(=O)C1=C(c2ccc(F)cc2OCc2ccccc2)C[C@@H]2CC[C@H]1N2C(=O)NCc1cccc(OC)c1 | -2% | 0% | 10% | 4% | -25% | -5% | -1% | 21% | 6%
Cc1cc(=O)oc2cc(OCC(=O)N3C[C@H]4C[C@@H](C3)c3cccc(=O)n3C4)ccc12 | 5% | 28% | -2% | 34% | -2% | -14% | -1% | -3% | -6%
CCNC(=O)[C@H]1O[C@@H](n2cnc3c(N)ncnc32)[C@H](O)[C@@H]1O | 4% | -4% | ? | 37% | -1% | -8% | -7% | 20%[57.1 µM] | -9%
CN(C)C(=O)Oc1ccc2c(=O)c(Oc3ccccc3Br)coc2c1 | -3% | 9% | 5% | 33%[activator] | 2% | -1% | -4% | 11%[57.1 µM] | -7%
O=C(c1cc2c(s1)CCCC2)N1CCC2(CC1)OCCO2 | -6% | -4% | -40% | 10% | -17% | -3% | -2% | 12% | 2%
NCC1(CC(=O)O)CCCCC1 | nt | ? | ? | nt | nt | nt | -8%[20 µM] | -11%[57.1 µM] | nt
C[C@]12CCC(=O)C=C1C=CC1C2CC[C@@]2(C)C1CC[C@@H]2O (stereo not given in full) | 1% | ? | -14% | 21% | -4% | -6% | ? | 14% | -1%
COc1ccccc1C(=O)Nc1ccc2nc(SCC(=O)N(C)c3ccccc3)sc2c1 | 4% | 0% | -24% | 39% | 0% | 0% | 2% | 32%[activator] | 12%
Cc1cc(C)nc(N2Cc3ccccc3C2=N)n1 | -6% | 1% | 16% | 40%[activator] | 7% | -8% | -5% | 20% | -3%
NS(=O)(=O)c1ccc(N2CCNCC2)cc1 | 0% | 5% | 29% | 6% | -10% | -5% | 4% | -21% | -5%
COCCNc1oc(-c2ccc(OC)cc2)nc1C#N | 7% | -23% | -5% | -5% | -27% | 0% | 6% | ? | 0%
CC(C)Oc1ccc(C2(C#N)CC[N+](C)(C)CC2)cc1 | nt | -22% | 18% | 22% | 1% | 0% | 2% | -12% | -3%
